miR122 inh = miR-122 Renilla sensor signal increase in Huh7, primary screen, miR-122 inhibitor project, cell-based, single point, plate reader | Huh7 miR-122 Renilla luciferase sensor, 48 h; neutral wells = 0, positive control = 100 | activation (reporter increase), % at 12.5 µM | hit rate 0.3% among 340,000 | AID 602342, 2012;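 active = mean replicate activation score at least 90 and every replicate individually at or above 90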;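 also: higher luciferase means less miR-122 activity so hits act as miR-122 inhibitors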
INS-1E GSIS act = GLuc luminescence reporter in INS-1E cells, primary screen for activators of glucose-dependent secretion of insulin. INS-1E GLuc reporter insulin secretion, 2-3 h. activation, % at 16.6 µM. hit rate 0.61% among 370,000. AID 743287, 2014;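 active = lowest replicate activation of at least 40%, so every replicate reaches that level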;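 also: 0% = median of neutral control wells and 100% = median of IBMX positive control wells; some compounds called inactive have numbers as strong as hits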
FN deposition inh = inhibitors of fibronectin matrix deposition, primary screen, AH1F cells, Alexa488-fibronectin fluorescence, plate reader. AH1F fibroblasts, overnight. AID 743247, 2014. inhibition, % at 12.6 µM. hit rate 0.086% among 350,000;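 active = mean inhibition across replicates of 30% or more, regardless of how many single replicates reach that level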;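 also: positive control wells lacked labelled fibronectin entirely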
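Assay system: AH1F fibroblast monolayer, labelled fibronectin deposition. Amount: 10000 cells per well. Also added: labelled fibronectin 24 nM. Compound: single-point pinned compound. Incubation: cell attachment 1 h, compound and FN exposure overnight. Detection: fluorescence after three HBSS washes, excitation 485 nm, emission 525 nm. Read-out: inhibition of fibronectin deposition signal.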
EWS-Fli block = EWS/Fli-driven NR0B1 reporter inhibitors, primary screen, A673 cells, NR0B1 luciferase, luminescence, MLPCN library. viability-normalised. inhibition, % at 12.6 µM. hit rate 0.67% among 350,000;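 active = mean inhibition of at least 50% after viability correction, with every replicate also passing that limit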;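 also: firefly luciferase signal divided by Alamar Blue viability fluorescence both relative to DMSO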
DENV2 CPE = inhibitors of DENV2 cytopathic effect, primary screen, cell-based, plate reader, single concentration; AID 651640, 2012; CPE inhibition, % at 9.99 µM; hit rate 1.7% among 350,000; DENV2-infected cells, cytopathic effect rescue; in the data active = CPE inhibition above about 20%, passing the limit was not always enough; tested in BHK-21 cells;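 also: 0% = median of neutral control wells and 100% = median of positive control wells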
PAX8 inh HTS = inhibitors of PAX8-driven TPO luciferase reporter, primary screen, RMG-I cells, single concentration | SteadyGlo, 24 h | inhibition, % at 12.6 µM | hit rate 1.2% among 360,000;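 active = mean replicate inhibition at least 60% with every replicate also reaching 60%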;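 also: luciferase light reporting Pax8 driven TPO promoter activity; plate controls were median of neutral control wells for no effect and mitoxantrone controls for full effect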
CFTR F508del cor = F508del CFTR correction, initial screen, CFBE line, single point. CFBE cells, YFP halide quenching; stimulated with forskolin plus potentiator P3; % fluorescence drop versus neutral controls. AID 720511, 2013. hit rate 0.36% among 350,000. activity (quench increase), % at 7.58 µM;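 active = mean added fluorescence quench of at least 8% versus neutral control, with both replicates also reaching 8%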;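 also: cells transiently co-express mutant CFTR-F508del with the halide-sensitive YFP; corrector assay measuring rescue of mutant channel to the surface after 24 h compound exposure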
* marks the source's active call; other numbers are inactive results; · = not tested or not shown; & = joins results of further samples; [ ] = remark or other dose.

item	Structure	miR122 inh	INS-1E GSIS act	FN deposition inh	EWS-Fli block	DENV2 CPE	PAX8 inh HTS	CFTR F508del cor
1	Cc1ccccc1-c1csc(C(C)(O)c2ccc(F)c(F)c2)n1 (stereo not drawn)	-2	-5	3	5	2	3	-2.2
2	Cc1ccc(C)c(OCC(=O)Nc2ccc(S(=O)(=O)Nc3ncccn3)cc2)c1	-1	-2	0	6	-1	-6	-2.9
3	Cn1cc(SCC(N)=O)c2ccccc21	-3	17	0	-4	-8	7	2.3
4	Cc1ccc(C)c(Cn2c(=O)n(C)c(=O)c3sccc32)c1	-4	4	-1	4	-5	15	-4.6
5	CCOC(=O)CC(NC(=O)Cc1ccccc1)c1ccccc1Cl (stereo not drawn)	23	-13	-6	·	·	3	·
6	COc1ccc2c3c(cccc13)C(=O)N(O)C2=O	9	-19	6	-14	-4	29	·
7	CCc1cccc(NC(=O)C2CCN(c3ncnc4sc(C)c(C)c34)CC2)c1	-8	-36	5	7	-3	11	-0.7
8	O=C(NC(=S)NCC1CCCO1)c1ccc(Cl)cc1Cl (stereo not drawn)	-10	56*	9	·	·	-36	·
9	Cn1cc(CN2CCC(n3nccc3NC(=O)CCc3ccccc3)CC2)cn1	-6	-2	·	3	1	1	0.7
10	COC(=O)C(NS(=O)(=O)c1cccc(S(=O)(=O)NC(C(=O)OC)c2ccccc2)c1)c1ccccc1 (stereo not drawn)	0	-21	-2	-11	·	-9	-2.3

Seven compounds from above, reduced to miR122 inh and CFTR F508del cor.
No.	Compound	miR122 inh	CFTR F508del cor
2	Cc1ccc(C)c(OCC(=O)Nc2ccc(S(=O)(=O)Nc3ncccn3)cc2)c1	-1	-2.9
3	Cn1cc(SCC(N)=O)c2ccccc21	-3	2.3
4	Cc1ccc(C)c(Cn2c(=O)n(C)c(=O)c3sccc32)c1	-4	-4.6
5	CCOC(=O)CC(NC(=O)Cc1ccccc1)c1ccccc1Cl (stereo not drawn)	23	·
6	COc1ccc2c3c(cccc13)C(=O)N(O)C2=O	9	·
7	CCc1cccc(NC(=O)C2CCN(c3ncnc4sc(C)c(C)c34)CC2)c1	-8	-0.7
8	O=C(NC(=S)NCC1CCCO1)c1ccc(Cl)cc1Cl (stereo not drawn)	-10	·

(listing goes on)
item	Structure	miR122 inh	INS-1E GSIS act	FN deposition inh	EWS-Fli block	DENV2 CPE	PAX8 inh HTS	CFTR F508del cor
11	CS(=O)(=O)c1ccc2nc(NC(=O)c3ccc(NS(=O)(=O)c4cccc([N+](=O)[O-])c4)cc3)sc2c1	·	4	-3	5	4	32	-0.1
12	CN(C)Cc1c(C(=O)N/N=C/c2ccncc2)nnn1-c1nonc1N	-4	31	9	10	-4	-15	-1.2
13	CCN(CC(=O)Nc1c(F)cccc1F)C(=O)CCSc1ccc(C)cc1	·	-2	1	4	4	8	3.7
14	Oc1ccc(/C=N/Nc2nc(-c3cccnc3)nc3ccccc23)c(O)c1	-6	3	2	-15	-4	-2	-2.1
15	C[C@@H]1CN([C@@H](C)CO)C(=O)c2cccc(NC(=O)Nc3ccc4c(c3)OCO4)c2O[C@H]1CN(C)Cc1ccc(C(=O)O)cc1	·	2	0	·	-6	-139	-1.8
16	Nc1[nH]c(C(=O)c2ccccc2)c(-c2ccc(Cl)cc2)c1C(=O)c1c[nH]c2ccccc12	·	-45	3	10	28*	1	-0.7
17	CC1(C)O[C@@H]2[C@H](O1)[C@@H](CO)O[C@H]2n1cnc2c(N)ncnc21	3	-7	-14	-1&-3	·	-3&30	-2.0&1.4
18	CC(=O)N1C[C@@H]2[C@H](c3ccccc31)[C@H](CO)N2S(=O)(=O)c1ccccc1	-17[16.7 µM]	-6	·	6	6	3	-1.4
19	COc1ccc(C#Cc2ccc3c(c2)O[C@@H](CN(C)C(=O)CN2CCOCC2)[C@H](C)CN([C@H](C)CO)S3(=O)=O)cc1	27[16.7 µM]	6	·	4	·	-8	2.6
20	COCCCNC(=O)CCC(=O)NNc1nc2ccccc2c2nc(C)nn12	-2	-6	-8	6	-1	-19	-4.7

By substructure, those above with fluorine
item	Structure	miR122 inh	INS-1E GSIS act	FN deposition inh	EWS-Fli block	DENV2 CPE	PAX8 inh HTS	CFTR F508del cor
1	Cc1ccccc1-c1csc(C(C)(O)c2ccc(F)c(F)c2)n1 (stereo not drawn)	-2	-5	3	5	2	3	-2.2
13	CCN(CC(=O)Nc1c(F)cccc1F)C(=O)CCSc1ccc(C)cc1	·	-2	1	4	4	8	3.7

Continuation:
item	Structure	miR122 inh	INS-1E GSIS act	FN deposition inh	EWS-Fli block	DENV2 CPE	PAX8 inh HTS	CFTR F508del cor
21	Cc1ccc(Nc2nnc(C)c(=O)[nH]2)cc1	0	1	-5	-8	-3	1	-0.9
22	C/C(=N\NC(=S)NCc1ccccc1)c1ccc2c(c1)OCCO2	·	-4	-4	-12	-8	-7	0.3
23	C=CCn1c(=O)c(CCC(=O)Nc2ccc(N3CCOCC3)cc2)nc2cc(C(F)(F)F)ccc21	5	15	-2	·	-10	-6	0.1
24	Cc1cn(CCOc2ccc(Cl)cc2)c(=O)[nH]c1=O	·	5	3	13	-4	11	-0.8
25	CC(=O)c1cccc(N(CC(=O)Nc2cccnc2)S(C)(=O)=O)c1	-5	17	·	4	·	·	-0.2
26	O=C(Nc1ccc2nn(-c3ccccc3)nc2c1)c1ccc(Br)o1	0	14	·	-24	·	·	-2.0
27	CC(C)NC(=O)Nc1cccc2c1O[C@@H](CN(C)S(=O)(=O)c1ccccc1)[C@H](C)CN([C@H](C)CO)C2=O	0[16.7 µM]	13	·	-9	4	-15	1.9
28	CCc1ccccc1N(CC(=O)NCc1ccccc1)C(=O)CCC(=O)Nc1ccccn1	-1	8	3	-2	7	11	1.9
29	CCCSC1=C(C#N)C(c2ccc(O)c(OC)c2)CC(=O)N1 (stereo not drawn)	-1	-10	-9	-3	9	-21	-0.3
30	CC1Cc2ccccc2N1C(=O)c1ccc2c(c1)OCO2 (stereo not drawn)	2	38	1	-4	2	2	-1.7
31	COCCNC(=O)C1CCCN(C(=O)c2ccnc(Cl)c2)CC1 (stereo not drawn)	-7	·	·	-7	-1	-6	-0.7
32	COc1cccc(-c2cnc3c(c2)C(=O)N([C@H](C)CO)C[C@H](C)[C@H](CN(C)Cc2cccc(C(F)(F)F)c2)O3)c1	-1[16.7 µM]	21	·	1	0	·	-3.1
33	Cc1ccc(-c2noc(Cn3nc(C(=O)O)c4ccccc4c3=O)n2)cc1	-7	5	1	-9	3	-2	3.0
34	O=C(COC(=O)C1CC2C=CC1C2)NCCc1ccccc1 (stereo not drawn)	-5	1	8	-1	-7	11	0.3
35	Cc1ccccc1N(C)C(=O)C1CCCN(c2ncnc3c2nc2n3CCCCC2)C1 (stereo not drawn)	-2	-10	-5	6	7	31	-0.5
36	CCOC(=O)C1(COCc2ccccc2)CCCCC1=O (stereo not drawn)	·	·	4	-13	2	-15	·
37	CCOC(=O)C(=CNc1ccc(C#N)cc1)C(=O)OCC	·	38	3	2	-3	4	3.0
38	CCn1c(SCc2nc(CC(=O)Nc3ccccc3OC)no2)nnc1-c1cccs1	-1	·	5	·	·	23	·
39	COc1ccc(C(=O)C2CCCN(C(=O)CCc3ccccn3)C2)c(C)c1 (stereo not drawn)	2	-6	-7	0	·	-20	-0.8
40	Nc1nnc(SCC(=O)N2CCCCC2)s1	0	-16	·	·	2	-8	-0.3

Grouped by structure, the entries above with a CF3 group
item	Structure	miR122 inh	INS-1E GSIS act	FN deposition inh	EWS-Fli block	DENV2 CPE	PAX8 inh HTS	CFTR F508del cor
23	C=CCn1c(=O)c(CCC(=O)Nc2ccc(N3CCOCC3)cc2)nc2cc(C(F)(F)F)ccc21	5	15	-2	·	-10	-6	0.1
32	COc1cccc(-c2cnc3c(c2)C(=O)N([C@H](C)CO)C[C@H](C)[C@H](CN(C)Cc2cccc(C(F)(F)F)c2)O3)c1	-1[16.7 µM]	21	·	1	0	·	-3.1

Next section:
item	Structure	miR122 inh	INS-1E GSIS act	FN deposition inh	EWS-Fli block	DENV2 CPE	PAX8 inh HTS	CFTR F508del cor
41	CC(=O)NCC1CCCN(Cc2cn(-c3ccccc3)nc2-c2ccc3c(c2)OCO3)C1 (stereo not drawn)	·	4	2	4	-1	3	-0.4
42	N#C[C@@H]1[C@H](c2ccc(-c3cncnc3)cc2)[C@H](CO)N1C(=O)C1CCC1	·	-5	-3	2	1	18	-0.4
43	COc1ccccc1N1CCN(C(=O)C2CCN(C(=O)c3ccc(C(C)(C)C)cc3)CC2)CC1	-15	·	6	10	6	·	-0.3
44	Cc1cccc(Nc2nccc(N(C)C)c2C#N)c1	-1	2	4	-9	-3	-28	-0.8
45	COc1ccc(C)cc1-n1c(SCC(=O)NC2CC2)nc2ccccc2c1=O	·	-7	10	4	-3	6	2.1
46	O=C(NNC(=O)c1cccs1)c1ccccc1	·	10	3	-29	-6	-43	2.0
47	CO[C@H]1CN(C)C(=O)c2cc(NS(C)(=O)=O)ccc2OC[C@H](C)N(Cc2cccnc2)C[C@@H]1C	20[16.7 µM]	4	9	-17	·	·	0.5
48	Cc1noc(C)c1S(=O)(=O)N(C)C[C@H]1OCCCC[C@H](C)Oc2ccc(NC(=O)Nc3ccc4c(c3)OCO4)cc2C(=O)N([C@@H](C)CO)C[C@@H]1C	-8[16.7 µM]	-2	·	-5	3	-9	3.2
49	O=C(CCn1c(=O)oc2ccccc21)Nc1ccc2c(c1)OCCO2	-3	·	·	-49	-9	-125	-4.2
50	COc1ccc2c3c(n(C)c2c1)[C@H](CO)N(C(=O)Cc1ccccn1)CC31CN(CC2CCCCC2)C1	·	20	-8	-8	7	16	-2.2
51	CC(C(=O)OCC(=O)NC1CCCCC1)N1C(=O)c2ccccc2C1=O (stereo not drawn)	-4	·	-1	0	2	-25	-3.2
52	COc1ccc(NC(=O)N(C)C[C@@H]2Oc3ccc(NC(=O)Cc4ccccc4)cc3CC(=O)N([C@@H](C)CO)C[C@H]2C)cc1	-3[16.7 µM]	-8	·	-11	·	6	-0.8
53	Cc1ccc(S(=O)(=O)N(C)C[C@H]2Oc3c(NC(=O)C4CCOCC4)cccc3C(=O)N([C@H](C)CO)C[C@H]2C)cc1	0[16.7 µM]	-4	·	-4	-2	-4	2.3
54	CC1CN(C(=O)COC(=O)c2cccc(S(=O)(=O)N3CCc4ccccc43)c2)CC(C)O1 (stereo not drawn)	5	-18	6	-18	-2	8	-2.0
55	CCc1ccc(C2=CC(c3cc(Br)ccc3F)n3ncnc3N2)cc1 (stereo not drawn)	-4	-9	-6	·	·	·	·
56	C[C@@H]1CN([C@H](C)CO)C(=O)c2cc(-c3ccc(C#N)cc3)cnc2O[C@@H]1CN(C)CC1CCOCC1	-1[16.7 µM]	28	·	-7	1	-3	-0.7
57	CCOc1ccc(OCCSc2nc(-c3ccccc3)cc(=O)[nH]2)cc1	·	15	·	3	6	7	0.6
58	S=c1[nH]nc(Cn2nnc3ccccc32)n1-c1ccc(Cl)cc1	·	5	4	-9	4	-6	1.3
